ABHD5 PLIN5 PPI: inhibitors of human ABHD5-perilipin-5 interaction; Q00G26+Q8WTS1; Split G. princeps luciferase complementation, luminescence, 4 h; inhibition, % at 4 µM; hit rate 0.78% among 360,000;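 active means inhibition above the mean inhibition across every tested compound plus 3 SD, cut at about 22% in these data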;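 further: 0% = DMSO only wells and the 100% control is not disclosed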
COUP-TFII inh: NR2F2 (human) inhibition, primary screen; HEK293T NGFI-A luciferase reporter, luminescence; inhibition, % at 8.6 µM; hit rate 0.7% among 370,000; AID 686940;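 active means inhibition above a per-plate cutoff, mean inhibition of test wells between control levels plus 3 SD, cut at about 38% in these data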;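 further: cells cotransfected with COUP-TFII expression vector driving the NGFI-A reporter; 0% = median of COUP-TF2 test wells and 100% = reporter-only cells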
NCOA3 inh: inhibits human SRC3 coactivator; Q9Y6Q9; HEK293 GAL4-SRC3 luciferase reporter, luminescence; inhibition, % at 3.6 µM; hit rate 0.17% among 360,000;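 active means inhibition above a per-campaign cutoff, the mean of all compounds plus 3 SD, cut at about 60% in these data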;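 further: 0% = DMSO-treated cells and 100% = gossypol-treated cells at 36 µM; higher means less SRC3-driven luciferase light from the GAL4 reporter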
MC4R antagonist: blocks human MC4R cAMP signaling. P32245. MC4R-expressing cells, MTII-stimulated cAMP, LANCE TR-FRET. inhibition, % at 6.5 µM. hit rate 0.48% among 360,000;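 active means inhibition above its plate's cutoff, the mean of tested wells on that plate plus 3 SD, cut at about 29% in these data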;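 further: 0% = Melanotan II alone and 100% = Melanotan II plus saturating MCL0020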
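Assay system: U2OS cells stably expressing human melanocortin 4 receptor (MC4R) / Dosing: 6.5 µM / Timing: compound 30 min, challenge 1 h, detection 1 h / Measured by: Eu-cAMP/anti-cAMP TR-FRET, emission 671 nm / Replicates: singlicate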
NR5A2 inv ag: inverse agonists of human LRH-1 (NR5A2). O00482. HEK293T StAR-luciferase reporter, LRH-1 transfected, 24 h. inhibition, % at 3.6 µM. hit rate 0.13% among 360,000. AID 602396;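 active means inhibition above the mean inhibition of all tested compounds plus 3 SD, cut at about 73% in these data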;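 further: 0% = DMSO wells and 100% = reporter-only cells lacking LRH-1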
NOD2 RIPK2 PPI: NOD2-RIPK2 protein interaction inhibition; inhibition, % at 4.98 µM; CHO BLA complementation NOD2-RIPK2, CCF4 ratio; O43353; hit rate 0.38% among 360,000; in the data active means inhibition above about 21%;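 further: 0% = vehicle only and 100% = reference blocker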
EBV LMP1 NFkB: inhibitors of Epstein-Barr LMP1-induced NF-kappaB reporter. LMP1-induced NF-kappaB luciferase reporter cells, luminescence. hit rate 0.69% among 350,000. AID 504558. inhibition, % at 12.5 µM; in the data active means inhibition above about 41%;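 further: 0% = neutral control wells and 100% = reference inhibitor control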
SRC2 inh: human SRC2 (NCOA2) inhibition; HEK293 GAL4-SRC2 luciferase reporter, luminescence; inhibition, % at 9 µM; hit rate 0.17% among 370,000; AID 651957;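 active means inhibition above the mean inhibition of all tested compounds plus 3 SD, set per campaign, cut at about 52% in these data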;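 further: 0% = DMSO treated cells and 100% = cells given Gossypol at 36 µM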
MC4R barr agon: activates human MC4R beta-arrestin recruitment | P32245 | U2OS MC4R beta-arrestin complementation, luminescence; percent of melanotan II response, DMSO zero | activation, % at 8.9 µM | hit rate 0.98% among 360,000 | AID 540308;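 active means activation above a per-plate cutoff, the mean activation of sample wells on that plate plus 3 SD, cut at about 8% in these data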
TLR9-MyD88 inh: TLR9-MyD88 interaction inhibition. Q9NR96+Q99836. CHO BLA complementation TLR9-MyD88, CCF4 FRET ratio. inhibition, % at 4.98 µM. hit rate 0.21% among 340,000. AID 504734;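 active means inhibition above the mean over all tested compounds plus 3 SD, cut at about 21% in these data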;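 further: 0% = DMSO only wells and 100% = clavulanate BLA inhibitor control wells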
Target sequence (Q99836 whole entry, looked up): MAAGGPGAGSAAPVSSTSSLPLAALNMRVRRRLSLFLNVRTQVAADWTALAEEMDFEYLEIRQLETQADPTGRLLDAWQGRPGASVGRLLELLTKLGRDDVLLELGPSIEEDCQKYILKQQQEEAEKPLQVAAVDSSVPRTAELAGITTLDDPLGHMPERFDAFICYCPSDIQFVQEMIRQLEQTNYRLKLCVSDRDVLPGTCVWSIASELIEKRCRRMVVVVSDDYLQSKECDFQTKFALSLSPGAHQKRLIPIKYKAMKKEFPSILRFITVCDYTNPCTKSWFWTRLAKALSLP
Target sequence (Q9NR96 whole entry, looked up): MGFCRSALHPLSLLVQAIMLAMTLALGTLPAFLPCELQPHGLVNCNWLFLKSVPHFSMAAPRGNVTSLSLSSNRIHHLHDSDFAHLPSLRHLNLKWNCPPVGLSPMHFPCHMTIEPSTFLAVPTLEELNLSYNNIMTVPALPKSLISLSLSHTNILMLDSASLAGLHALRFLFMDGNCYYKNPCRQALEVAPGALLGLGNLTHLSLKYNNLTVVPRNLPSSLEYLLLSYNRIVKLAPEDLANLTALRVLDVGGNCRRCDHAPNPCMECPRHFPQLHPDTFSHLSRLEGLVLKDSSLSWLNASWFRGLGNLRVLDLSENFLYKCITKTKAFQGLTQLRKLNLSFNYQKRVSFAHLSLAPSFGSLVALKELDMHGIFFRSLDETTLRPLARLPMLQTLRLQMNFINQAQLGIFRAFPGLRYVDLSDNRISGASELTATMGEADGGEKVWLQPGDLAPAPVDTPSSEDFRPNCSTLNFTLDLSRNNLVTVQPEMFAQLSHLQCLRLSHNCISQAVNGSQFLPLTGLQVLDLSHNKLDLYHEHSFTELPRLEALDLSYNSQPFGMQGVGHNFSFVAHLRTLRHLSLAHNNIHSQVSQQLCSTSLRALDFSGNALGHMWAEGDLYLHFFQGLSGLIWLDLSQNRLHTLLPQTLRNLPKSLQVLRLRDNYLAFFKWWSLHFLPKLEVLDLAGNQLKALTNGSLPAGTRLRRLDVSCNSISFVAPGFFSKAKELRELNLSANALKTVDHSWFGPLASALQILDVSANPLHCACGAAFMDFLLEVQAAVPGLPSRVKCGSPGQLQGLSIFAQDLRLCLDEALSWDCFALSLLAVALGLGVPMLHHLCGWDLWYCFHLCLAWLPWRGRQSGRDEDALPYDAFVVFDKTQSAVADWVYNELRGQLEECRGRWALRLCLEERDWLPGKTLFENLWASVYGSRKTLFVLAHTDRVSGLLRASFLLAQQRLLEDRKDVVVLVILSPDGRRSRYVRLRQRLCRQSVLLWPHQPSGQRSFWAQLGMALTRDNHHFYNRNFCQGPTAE
NCOA1 inh: human NCOA1 inhibition | Q15788 | hit rate 0.12% among 360,000 | HEK293 GAL4-SRC1 luciferase reporter, luminescence | inhibition, % at 3.6 µM;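 active means inhibition above the campaign mean plus 3 SD, with each screening campaign given its own cutoff, cut at about 60% in these data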;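 further: 0% = DMSO treated cells and 100% = gossypol at 36 µM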
Active calls of the source: *. Some of the compounds tested; the hit share may differ from the screen's.

Screening CCCCN1Cc2c(nc3cc(-c4ccco4)[nH]n3c2=O)C1=O returned ABHD5 PLIN5 PPI -5, COUP-TFII inh 6, NCOA3 inh 17, MC4R antagonist 19, NR5A2 inv ag 10, NOD2 RIPK2 PPI -4, EBV LMP1 NFkB 6, SRC2 inh 18, MC4R barr agon 1.1, TLR9-MyD88 inh -7 and NCOA1 inh -8.
O=[N+]([O-])c1ccc(NCCCN2CCOCC2)c([N+](=O)[O-])c1 was read as ABHD5 PLIN5 PPI 0, COUP-TFII inh 5, NCOA3 inh 6, MC4R antagonist -6, NR5A2 inv ag 1, NOD2 RIPK2 PPI -10, EBV LMP1 NFkB -5, SRC2 inh 7, MC4R barr agon -0.9, TLR9-MyD88 inh -18 and NCOA1 inh -6.
`O=C(COc1ccccc1Cl)N1CCN(C(=O)c2ccco2)CC1` gave ABHD5 PLIN5 PPI 4, COUP-TFII inh 4, NCOA3 inh 4, MC4R antagonist 2, NR5A2 inv ag -12, NOD2 RIPK2 PPI -15, EBV LMP1 NFkB -14, SRC2 inh 4, MC4R barr agon -2.0, TLR9-MyD88 inh 1 and NCOA1 inh -11.
Screening CC(C)(C)OC(=O)c1c(N)n(CCCN2CCCC2=O)c2nc3ccccc3nc12 returned ABHD5 PLIN5 PPI -11, COUP-TFII inh 14, NCOA3 inh 2, MC4R antagonist 5, NR5A2 inv ag 8, NOD2 RIPK2 PPI -2, EBV LMP1 NFkB -10, SRC2 inh -11, MC4R barr agon -2.5, TLR9-MyD88 inh 2 and NCOA1 inh -5.
`Cc1cc(=O)[nH]c(SCC(=O)Nc2ccccc2C)n1` gave ABHD5 PLIN5 PPI 1, COUP-TFII inh -10, NCOA3 inh 0, MC4R antagonist 4, NR5A2 inv ag 1, NOD2 RIPK2 PPI -6, EBV LMP1 NFkB -8, SRC2 inh -2, MC4R barr agon -1.9, TLR9-MyD88 inh 0 and NCOA1 inh -15.
Screening CCOc1ccccc1NC(=O)CN1C(=O)NC(Cc2c[nH]c3ccccc23)C1=O (configuration not stated) returned ABHD5 PLIN5 PPI 0, COUP-TFII inh 1, NCOA3 inh 15, MC4R antagonist 0, NR5A2 inv ag 6, NOD2 RIPK2 PPI -7, EBV LMP1 NFkB -5, SRC2 inh -10, MC4R barr agon 0.0, TLR9-MyD88 inh 6 and NCOA1 inh 8.
For c1cc(-c2ccoc2)n2ccnc2c1 the results were ABHD5 PLIN5 PPI 17, COUP-TFII inh 15, NCOA3 inh 12, MC4R antagonist 3, NR5A2 inv ag -5, NOD2 RIPK2 PPI 1, SRC2 inh -9, MC4R barr agon -2.4 and NCOA1 inh -5.
`CCOc1cc(C(=O)O)cc(Cl)c1OCC#N` gave ABHD5 PLIN5 PPI -2, COUP-TFII inh -2, NCOA3 inh 12, MC4R antagonist 9, NR5A2 inv ag 23, NOD2 RIPK2 PPI 3, EBV LMP1 NFkB 2, SRC2 inh -18, MC4R barr agon -0.4, TLR9-MyD88 inh 0 and NCOA1 inh 3.
COc1ccc(C(=O)N2CC(=O)Nc3ccccc32)cc1S(=O)(=O)N1CCOCC1 was read as ABHD5 PLIN5 PPI -3, COUP-TFII inh -19, NCOA3 inh 15, MC4R antagonist -4, NR5A2 inv ag -4, NOD2 RIPK2 PPI -8, EBV LMP1 NFkB -9, SRC2 inh -12, MC4R barr agon -0.1, TLR9-MyD88 inh -8 and NCOA1 inh -34.
For COc1ccc(OC)c(CN2CCCC(C(=O)c3ccccc3SC)C2)c1 (configuration not stated) the results were ABHD5 PLIN5 PPI -3, COUP-TFII inh 9, NCOA3 inh 28, MC4R antagonist 7, NR5A2 inv ag 13, NOD2 RIPK2 PPI 2, EBV LMP1 NFkB 1, SRC2 inh -20, MC4R barr agon -1.1, TLR9-MyD88 inh 13 and NCOA1 inh 10.
`COc1ccc(CN2CCN(C(=O)Cn3ncn4cccc4c3=O)CC2)c(OC)c1OC` gave ABHD5 PLIN5 PPI 4, COUP-TFII inh 7, NCOA3 inh -4, MC4R antagonist 13, NR5A2 inv ag 20, NOD2 RIPK2 PPI -11, EBV LMP1 NFkB -4, SRC2 inh 2, MC4R barr agon -0.6, TLR9-MyD88 inh 3 and NCOA1 inh 2.
For O=C(NC(c1ccccc1)c1ccccc1)c1ccc(S(=O)(=O)C(F)F)cc1 the results were ABHD5 PLIN5 PPI -7, COUP-TFII inh 11, NCOA3 inh 10, MC4R antagonist 3, NR5A2 inv ag -10, NOD2 RIPK2 PPI -5, EBV LMP1 NFkB 4, SRC2 inh -21, MC4R barr agon -1.8, TLR9-MyD88 inh -1 and NCOA1 inh -7.
CCS(=O)(=O)n1nc(NCc2cccc(OC)c2)nc1NCc1cccc(OC)c1 was read as ABHD5 PLIN5 PPI 3, COUP-TFII inh 8, NCOA3 inh 6, MC4R antagonist 2, NR5A2 inv ag -16, NOD2 RIPK2 PPI 1, EBV LMP1 NFkB 4, SRC2 inh 11, MC4R barr agon -1.2, TLR9-MyD88 inh 12 and NCOA1 inh -32.
CCOc1ccc(NC(=O)N2CCC(C(=O)c3ccc(F)cc3)CC2)cc1 was read as ABHD5 PLIN5 PPI -1, COUP-TFII inh 0, NCOA3 inh -16, MC4R antagonist 4, NR5A2 inv ag 8, NOD2 RIPK2 PPI 1, EBV LMP1 NFkB 0, SRC2 inh -4, MC4R barr agon -0.4, TLR9-MyD88 inh 14 and NCOA1 inh -18.
Cc1ccc(-c2cc(=O)[nH][nH]2)c(C)c1 was read as ABHD5 PLIN5 PPI -1, COUP-TFII inh 8, NCOA3 inh 4, MC4R antagonist -2, NR5A2 inv ag 0, NOD2 RIPK2 PPI -6, EBV LMP1 NFkB 0, SRC2 inh -8, MC4R barr agon 0.8, TLR9-MyD88 inh -2 and NCOA1 inh -7.
Screening COc1ccc(C2CC(c3ccc(F)cc3)n3nc(NC(=O)c4ccco4)nc3N2)cc1 (configuration not stated) returned ABHD5 PLIN5 PPI -2, COUP-TFII inh -23, NCOA3 inh 4, MC4R antagonist 2, NR5A2 inv ag -3, NOD2 RIPK2 PPI 7, EBV LMP1 NFkB 3, SRC2 inh 15, MC4R barr agon -2.6, TLR9-MyD88 inh -6 and NCOA1 inh -2.
CC1CCC2(CC1)NC(=O)N(CC(=O)NC(C)c1ccc(F)c(F)c1)C2=O (configuration not stated) was read as ABHD5 PLIN5 PPI 0, COUP-TFII inh 22, NCOA3 inh -5, MC4R antagonist 3, NR5A2 inv ag 3, NOD2 RIPK2 PPI -8, EBV LMP1 NFkB -5, SRC2 inh -5, MC4R barr agon -0.1, TLR9-MyD88 inh -8 and NCOA1 inh -4.
CCOc1ccc(Nc2nc(N3CCCC3)nc(N3CCN(c4ccc(OC)cc4)CC3)n2)cc1 was read as ABHD5 PLIN5 PPI 2, COUP-TFII inh 11, NCOA3 inh -10, MC4R antagonist 6, NR5A2 inv ag 1, NOD2 RIPK2 PPI 2, EBV LMP1 NFkB 5, SRC2 inh -25, MC4R barr agon -1.3, TLR9-MyD88 inh -2 and NCOA1 inh -25.
COc1ccc(-n2c(C)nc3cc(C(=O)NCc4ccc5c(c4)OCO5)ccc32)cc1 was read as ABHD5 PLIN5 PPI 0, COUP-TFII inh -5, NCOA3 inh 1, MC4R antagonist 3, NR5A2 inv ag 5, NOD2 RIPK2 PPI 4, EBV LMP1 NFkB -1, SRC2 inh -17, MC4R barr agon -2.6, TLR9-MyD88 inh -4 and NCOA1 inh -48.
`Cc1ncoc1C(=O)N1CCCC(C(=O)c2cccc(OC(C)C)c2)C1` (configuration not stated) gave ABHD5 PLIN5 PPI 4, COUP-TFII inh 7, NCOA3 inh 13, MC4R antagonist 0, NR5A2 inv ag 9, NOD2 RIPK2 PPI 1, EBV LMP1 NFkB -1, SRC2 inh -1, MC4R barr agon -3.1, TLR9-MyD88 inh -1 and NCOA1 inh -4.
COc1cccc(-c2nc3ccc(C(=O)N4CCCC(O)C4)cc3o2)c1 (configuration not stated) was read as ABHD5 PLIN5 PPI 2, COUP-TFII inh -3, NCOA3 inh -73, MC4R antagonist -2, NR5A2 inv ag -94, NOD2 RIPK2 PPI -5, EBV LMP1 NFkB -16, SRC2 inh -43, MC4R barr agon -1.8, TLR9-MyD88 inh -5 and NCOA1 inh -66.
Screening Cc1ccc2cc(C#N)c(NCCNC(=O)C3CC3)nc2c1C returned ABHD5 PLIN5 PPI -2, COUP-TFII inh 10, NCOA3 inh 16, MC4R antagonist -7, NR5A2 inv ag 12, NOD2 RIPK2 PPI -1, EBV LMP1 NFkB 8, SRC2 inh 27, MC4R barr agon -0.8, TLR9-MyD88 inh 1 and NCOA1 inh 4.
For C=CCn1cc(C(=O)OCC)c(=O)c2ccc(F)cc21 the results were ABHD5 PLIN5 PPI 3, COUP-TFII inh 7, NCOA3 inh 14, MC4R antagonist -3, NR5A2 inv ag 19, NOD2 RIPK2 PPI -12, EBV LMP1 NFkB -8, SRC2 inh -44, MC4R barr agon -2.1, TLR9-MyD88 inh 4 and NCOA1 inh 4.
`O=C(O)CC/C(=C\c1ccc(N2CCCC2)c([N+](=O)[O-])c1)c1nc2ccccc2s1` gave ABHD5 PLIN5 PPI -2, COUP-TFII inh 7, NCOA3 inh 18, MC4R antagonist 7, NR5A2 inv ag -1, NOD2 RIPK2 PPI -5, EBV LMP1 NFkB -8, SRC2 inh -16, MC4R barr agon -1.0, TLR9-MyD88 inh 2 and NCOA1 inh 11.
`COC(=O)CCC(=O)NC(=S)Nc1ccc(S(=O)(=O)Nc2cc(OC)nc(OC)n2)cc1` gave ABHD5 PLIN5 PPI 2, COUP-TFII inh 11, NCOA3 inh 12, MC4R antagonist 2, NR5A2 inv ag 14, NOD2 RIPK2 PPI -4, EBV LMP1 NFkB -2, SRC2 inh -9, MC4R barr agon -3.8, TLR9-MyD88 inh 0 and NCOA1 inh -5.
For CCOC(=O)c1cc(C#N)c(N2CCCNCC2)nc1C(F)(F)F the results were ABHD5 PLIN5 PPI 3, COUP-TFII inh -5, NCOA3 inh 2, MC4R antagonist 4, NR5A2 inv ag -13, NOD2 RIPK2 PPI -1, EBV LMP1 NFkB 0, SRC2 inh -25, MC4R barr agon 0.9, TLR9-MyD88 inh 1 and NCOA1 inh -1.
COc1ccc(C2(CNC(=O)c3ccccc3[N+](=O)[O-])CCOCC2)cc1 was read as ABHD5 PLIN5 PPI -6, COUP-TFII inh 13, NCOA3 inh -3, MC4R antagonist 2, NR5A2 inv ag -3, NOD2 RIPK2 PPI 9, EBV LMP1 NFkB -7, SRC2 inh -6, MC4R barr agon -2.5, TLR9-MyD88 inh -10 and NCOA1 inh -9.

Screens from PubChem.
